LAP4-GFP MLPCN – yeast TOR pathway LAP4-GFP modulation; S. cerevisiae LAP4-GFP multiplex, flow cytometry GFP, 3 h; median GFP as percent of DMSO wells; GFP response vs DMSO, % at 10 µM; hit rate 0.34% among 320,000; AID 2023;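 active = GFP response vs DMSO above a set limit, about the screen mean plus 3 SD, cut at about 150% in these data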
CIT2-GFP yeast – yeast TOR pathway CIT2-GFP modulation; S. cerevisiae CIT2-GFP strain, flow cytometry, 3 h; 100 means same as DMSO wells; GFP response vs DMSO, % at 10 µM; hit rate 0.065% among 320,000;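 active = GFP response relative to DMSO above a set limit, near the screen mean plus 3 SD, cut at about 150% in these data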;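 also: ratio of well median GFP fluorescence to mean of DMSO wells on the plate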
AHR activator – human AHR activation; P35869; AHR-responsive luciferase reporter cells, luminescence; activation, % at 5 µM; hit rate 2.5% among 320,000; AID 2796; in the data active = activation above about 47%;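 also: 0% = vehicle wells and 100% = reference agonist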
Target sequence (P35869 whole entry, looked up): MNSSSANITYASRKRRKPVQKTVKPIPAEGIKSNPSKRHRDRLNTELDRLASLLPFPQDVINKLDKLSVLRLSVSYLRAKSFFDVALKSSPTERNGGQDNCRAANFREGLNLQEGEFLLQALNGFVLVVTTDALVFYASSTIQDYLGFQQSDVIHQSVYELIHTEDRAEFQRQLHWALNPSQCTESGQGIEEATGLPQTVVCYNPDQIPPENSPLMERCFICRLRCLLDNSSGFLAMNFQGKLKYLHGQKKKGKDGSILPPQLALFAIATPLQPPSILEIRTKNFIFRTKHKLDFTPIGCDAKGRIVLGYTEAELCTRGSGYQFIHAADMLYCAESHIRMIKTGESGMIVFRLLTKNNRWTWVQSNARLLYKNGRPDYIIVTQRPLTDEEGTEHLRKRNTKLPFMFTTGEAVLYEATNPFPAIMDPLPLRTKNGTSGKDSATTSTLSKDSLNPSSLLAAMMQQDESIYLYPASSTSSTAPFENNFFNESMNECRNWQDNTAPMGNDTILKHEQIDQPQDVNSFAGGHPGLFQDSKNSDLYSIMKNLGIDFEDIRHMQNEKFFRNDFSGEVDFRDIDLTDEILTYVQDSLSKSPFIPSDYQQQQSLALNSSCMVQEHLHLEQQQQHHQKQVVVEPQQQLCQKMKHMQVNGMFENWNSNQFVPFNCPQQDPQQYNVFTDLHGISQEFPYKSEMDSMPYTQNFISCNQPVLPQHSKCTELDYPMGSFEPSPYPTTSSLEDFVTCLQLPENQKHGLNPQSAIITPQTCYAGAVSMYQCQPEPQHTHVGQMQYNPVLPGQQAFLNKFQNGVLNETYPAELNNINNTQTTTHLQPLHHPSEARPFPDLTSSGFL
procasp7 counter – counter-screen: procaspase-7 (human) activation. recombinant procaspase-7, Ac-DEVD-pNA absorbance 405 nm; D23A/D198A/D206A triple mutant, cannot self-cleave; scale: DMSO 0, 5 µM enzyme 100. activation, % at 8.5 µM. hit rate 0.093% among 330,000;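 active = percent activation above the screen-wide mean plus 3 SD, cut at about 25% in these data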
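Assay system: Uncleavable procaspase-7 mutant enzyme / Input: 2 µM procaspase-7 mutant as dispensed / Dosing: single nominal 8.5 µM compound dose, 0.8% DMSO final / Timing: 1 h enzyme–compound preincubation and 2 h substrate reaction, both 25 °C / Detection: p-Nitroaniline absorbance at 405 nm, read at 0 and 120 min / Replication: singlicate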
MEP2-GFP yeast – alters MEP2-GFP fluorescence in TOR pathway yeast screen; S. cerevisiae MEP2-GFP strain, flow cytometry GFP, 3 h; 100% = DMSO control level; GFP response vs DMSO, % at 10 µM; hit rate 0.51% among 330,000; AID 2016;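 active = GFP response versus DMSO above a set limit, roughly screen mean plus 3 SD, cut at about 180% in these data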;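 also: median GFP fluorescence of the barcode-gated MEP2-GFP cells per well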
procasp3 activ – activates human procaspase-3; P42574; recombinant procaspase-3 D3A, Ac-DEVD-pNA absorbance 405 nm; activation, % at 8.5 µM; hit rate 0.11% among 330,000;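 active = activation above the mean of all tested compounds plus 3 SD, cut at about 21% in these data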;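 also: 0% = DMSO alone and 100% = DMSO wells spiked with extra 5 µM PC-3 D3A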
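Technique: 405 nm absorbance of p-nitroaniline, reads at 0 and 120 min; Test system: Procaspase-3 D3A mutant; Incubation: 1 h enzyme-compound preincubation, then 2 h substrate reaction, 25 °C; Repeats: singlicate, each compound tested once; Benchmarks: low control DMSO wells, high control DMSO plus 5 µM PC-3 D3A.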
AGP1-GFP MLPCN – alters AGP1-GFP fluorescence in TOR pathway yeast screen. GFP response vs DMSO, % at 10 µM. S. cerevisiae AGP1-GFP multiplex flow cytometry, 3 h; GFP as percent of DMSO wells. hit rate 0.02% among 320,000;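 active = GFP response relative to DMSO above a set limit, near screen average plus 3 SD, cut at about 150% in these data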;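 also: median GFP channel fluorescence of the gated AGP1 strain per well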
RPL19A-GFP yeast – modulators of TOR pathway RPL19A-GFP in S. cerevisiae | S. cerevisiae RPL19A-GFP strain, flow cytometry, 3 h; active compounds read low | percent response vs DMSO, % at 10 µM | hit rate 0.3% among 330,000 | AID 2025;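 active = percent response vs DMSO below 50%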;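 also: median channel GFP fluorescence of the barcoded RPL19A-GFP strain; ratio of sample median GFP to plate DMSO average so 100% = DMSO; lower means less RPL19A-GFP as with rapamycin TOR inhibition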
* marks the source's active call; other numbers are inactive results; · = not tested or not shown.

Values run as follows: LAP4-GFP MLPCN, CIT2-GFP yeast, AHR activator, procasp7 counter, MEP2-GFP yeast, procasp3 activ, AGP1-GFP MLPCN, RPL19A-GFP yeast
[1] COc1ccc(C2NC(=O)c3n[nH]c(C)c32)c(OC)c1 (stereo not drawn)
 : 98, 95, 0, -3, 103, -2, 98, 100
[2] O=C(Nc1ccc(C(=O)N2CCOCC2)cc1)c1ccccc1[N+](=O)[O-]
 : 107, 85, -1, -7, 96, -3, 100, 93
[3] COc1ccc(NS(=O)(=O)c2ccc(N3CCOCC3)c(N)c2)cc1
 : 89, 102, -6, -6, 101, -2, 99, 93
[4] Cc1cc(COc2ccccc2O)on1
 : 97, 103, 1, 5, 102, 3, 93, 97
[5] O=C(/C=C/c1ccc(F)cc1)Nc1ccc2[nH]c(=O)[nH]c2c1
 : 96, 102, 5, 2, 112, -1, 94, 102
[6] CCOc1ccc(OCCOc2ncnc3ccccc23)cc1
 : 108, 90, 23, 2, 101, -3, 103, 101
[7] Cc1c(OCC(=O)N(C)C)ccc2c3c(c(=O)oc12)CCCCC3
 : 104, 107, 13, -1, 108, 1, 100, 105
[8] Cc1ccsc1CN(C)C(=O)CN1C(=O)NC2(CCCc3ccccc32)C1=O (stereo not drawn)
 : 92, 87, 0, -12, 93, -4, 95, 94
[9] O=C(N/N=C/c1cc(Br)c(O)c(Br)c1O)c1ccc2c(c1)OCCO2
 : 98, 95, 15, -97, 102, -69, 96, 104
[10] CN(Cc1ccccc1)C(=O)COC(=O)CCC(=O)c1ccc(Cl)cc1
 : 98, 104, -1, 5, 100, 5, 102, 99
[11] Cc1cccc(Nc2nc(NCCO)nc(N3CCCC3)n2)c1
 : 133, 68, 20, 6, 92, 5, 80, 95
[12] O=S(=O)(c1cccc2cccc(Cl)c12)N1CCCC1
 : 122, 94, -1, 1, 95, -6, 98, 98
[13] O=S(=O)(c1ccc(SCc2ccccc2F)nc1)N1CCCC1
 : 106, 89, 0, -1, 91, 4, 90, 91
[14] O=C(CSc1nc(Nc2ccccc2)nc(N2CCOCC2)n1)Nc1ccc([N+](=O)[O-])cc1
 : 100, 103, 4, -5, 104, 0, 100, 100
[15] Cc1cc(C)nc(SCC(=O)N(C)C)n1
 : 97, 110, 1, -3, 102, 9, 104, 103
[16] O=C(/C(=N\Nc1ccc([N+](=O)[O-])cc1)Sc1nnnn1-c1ccccc1)c1ccccc1
 : 96, 95, -1, -7, 101, -13, 99, 106
[17] CN(C(=O)c1ccc(S(=O)(=O)NC2CCCC2)cc1)C1CCCCC1
 : 103, 94, -2, 11, 101, -1, 98, 97
[18] FC(F)(F)c1cc(-c2ccc3c(c2)OCO3)nc(NCc2ccco2)n1
 : 101, 97, 91*, -17, 99, -13, 97, 98
[19] C/C(=N\Nc1ccc(S(N)(=O)=O)cc1[N+](=O)[O-])c1ccco1
 : 101, 95, -2, -1, 96, -3, 98, 95
[20] COc1ccc(N2C(=O)CC(N3CCN(c4ccccc4)CC3)C2=O)cc1 (stereo not drawn)
 : 95, 106, -2, -16, 107, -20, 103, 99
[21] CN(c1ccc([N+](=O)[O-])cc1C(N)=O)C1CCCCC1
 : 102, 97, -2, -4, 100, -8, 106, 97
[22] CCCn1c(SCC(=O)Nc2nc3ccccc3s2)nc2c1c(=O)n(C)c(=O)n2C
 : 100, 106, 10, -7, 105, 1, 104, 100
[23] CCN(CC)c1ccc(N=Nc2ncn[nH]2)cc1
 : 110, 90, 30, -2, 102, -17, 95, 97
[24] CCc1cccc(CC)c1N(COC)C(=O)Cn1c(CO)nc2ccccc21
 : 103, 98, 0, 13, 109, 6, 102, 99
[25] CCN(C[C@H]1N[C@@](CC)(C(=O)OC)[C@H]2C(=O)N(C)C(=O)[C@@H]12)C(=O)NC(C)C
 : 104, 97, -1, 4, 102, 0, 102, 102
[26] CCC(C)(C)C1CCc2nc3ccccc3c(C(=O)OC(C)C(=O)Nc3c(C)n(C)n(-c4ccccc4)c3=O)c2C1 (stereo not drawn)
 : 96, 90, 9, -1, 108, 5, 70, 98
[27] CCOC(=O)N1CCC(Nc2c(OCC)c(=O)c2=O)CC1
 : 101, 96, 0, -2, 95, 2, 99, 98
[28] CNS(=O)(=O)c1ccc2c3c(cccc13)C(=O)N2
 : 97, 95, ·, ·, 101, ·, 97, 109
[29] O=C(c1ccc(OC2CCN(C/C=C/c3ccccc3)CC2)cc1)N1CCCCC1
 : 98, 97, 2, 0, 97, 3, 100, 95
[30] Oc1ccc(N=Nc2nc(-c3ccccc3)c(-c3ccccc3)[nH]2)cc1
 : 100, 77, 8, 0, 95, -10, 69, 90

Continuation.
Values run as follows: LAP4-GFP MLPCN, CIT2-GFP yeast, AHR activator, procasp7 counter, MEP2-GFP yeast, procasp3 activ, AGP1-GFP MLPCN, RPL19A-GFP yeast
[31] O=S(=O)([N-]c1nc2ccccc2nc1-[n+]1ccccc1)c1ccccc1
 : 84, 94, 6, -10, 98, -5, 93, 96
[32] NNC(=O)C(=O)NCCCN1CCOCC1
 : 103, 100, -1, 5, 98, 5, 106, 98
[33] CCC(C)(C)NC(=O)C(c1ccncc1)N(C(=O)Cn1nnc2ccccc21)c1cc2c(cc1C(C)=O)OCO2 (stereo not drawn)
 : 99, 103, 4, 12, 98, 1, 102, 96
[34] CCOCCCNC(=S)N1CCN(Cc2ccc3c(c2)OCO3)CC1
 : 99, 99, -1, 2, 98, 5, 104, 106
[35] N#CCCn1nc(-c2ccc([N+](=O)[O-])cc2)cc1Nc1ccccc1NC(=O)C(F)(F)F
 : 108, 98, 3, -5, 103, 0, 106, 104
[36] CC(=O)N1c2c(cc(Br)cc2S(=O)(=O)NCc2ccc(C)cc2)CC1C (stereo not drawn)
 : 98, 103, 5, 3, 87, 0, 102, 98
[37] Cc1cc(=O)[nH]c(SCC(=O)Nc2cccc(S(=O)(=O)N3CCOCC3)c2)n1
 : 103, 94, -2, 7, 104, 3, 101, 105
[38] COC(=O)C1=C(C)N(CCCCCC(=O)O)C(=O)NC1c1ccccc1 (stereo not drawn)
 : 118, 83, -3, -4, 86, 1, 83, 93
[39] O=C(NCCCN1CCCC1=O)c1cccnc1
 : 100, 105, -1, 4, 103, 0, 103, 104
[40] O=C(CCSc1ccc(F)cc1)NNC(=O)c1ccccc1Cl
 : 89, 91, 1, 4, 92, 5, 94, 93
[41] CCO[C@H]1OC(C(=O)NC2CC2)=C[C@@H](C2CCCCC2)[C@@H]1CCCO
 : 100, 80, 0, 3, 95, -6, 84, 101
[42] O=C(Nc1ccc(Br)cc1)c1cnc[nH]1
 : 97, 98, 109*, -3, 109, 3, 92, 100
[43] O=C(CN1C2=NCCN2c2ccccc21)c1ccco1
 : 102, 97, 0, 1, 99, 8, 90, 99
[44] Cc1nc2oc3ccc(F)cc3c(=O)c2cc1C(=O)O
 : 98, 111, 3, -4, 107, -1, 100, 105
[45] CCc1ccc(C(=O)Nc2nc3ccccc3[nH]2)cc1
 : 92, 93, 51*, -1, 108, -8, 89, 92
[46] O=S(=O)(CCc1ccncc1)Cc1ccc2c3c(cccc13)CC2
 : 114, 100, 2, -1, 100, -9, 114, 103
[47] O=C(NCC(=O)N(c1ccccc1F)C(C(=O)NC1CCCC1)c1cccnc1)c1ccco1 (stereo not drawn)
 : 92, 92, 0, 7, 114, 3, 19, 97
[48] O=C(/C(=N/N=C/c1ccc(O)c(O)c1O)c1ccccc1)c1ccccc1
 : 92, 99, -1, -23, 98, -8, 97, 99
[49] COc1ccc(OC)c(NC(=O)c2ccc(CN3CCOCC3)cc2)c1
 : 104, 104, 0, 7, 101, 1, 107, 105
[50] COc1ccc(NC(=O)Nc2cccc(C)n2)cc1
 : 104, 93, 30, -5, 106, 1, 97, 98
[51] CCC(=O)Nc1ccc(C(=O)CSc2nnc(CNc3ccc(Cl)cc3)o2)cc1OC
 : 111, 100, 8, -6, 109, -11, 104, 100
[52] CC(C)C(=O)N1CCN(c2ccccc2NC(=S)NC(=O)c2cccs2)CC1
 : 87, 91, 5, -13, 93, 0, 87, 85
[53] Cc1ccc(NS(=O)(=O)c2ccc3[nH]c(=O)oc3c2)cc1Cl
 : 96, 94, 4, -1, 108, 3, 101, 99
[54] Cc1ccc(O)c(NC(=O)C2=CC(c3cccs3)=NS(=O)(=O)N2C)c1
 : 84, 100, 52*, 0, 89, -8, 95, 98
[55] NC(=O)CC(NC(=O)Cc1ccc(Br)cc1)c1ccc(N2CCC(Cc3ccccc3)CC2)c([N+](=O)[O-])c1 (stereo not drawn)
 : 100, 77, -1, 4, 89, -7, 83, 95
[56] C[C@H](NC(=O)c1nc[nH]c1C(=O)N[C@@H](Cc1ccccc1)C(=O)OCc1ccccc1)C(=O)OCc1ccccc1
 : 101, 64, 2, -5, 85, 9, 68, 88
[57] COc1ccc(NC(=O)c2ccccc2Oc2ccccc2)c(OC)c1
 : 87, 98, 8, 9, 100, 5, 93, 97
[58] COc1cccc(CNC(=O)C2CCCN(c3nn4c(=O)cc(C)nc4s3)C2)c1 (stereo not drawn)
 : 89, 91, -2, 1, 81, 1, ·, 85
[59] Cn1c(=N)n(CC(O)c2cccc3ccccc23)c2ccccc21 (stereo not drawn)
 : 97, 91, 42, 11, 95, 3, 100, 98
[60] COc1cccc(OC)c1C(=O)Nc1ccccc1N1CCCC1
 : 93, 95, 13, -4, 107, -1, 110, 100
[61] Cc1ccc(/C(O)=C2/C(=O)C(=O)N(CCN3CCOCC3)C2c2cccs2)cc1 (stereo not drawn)
 : 102, 90, 3, -25, 103, -3, 104, 97
[62] O=C(O)CNC(=O)c1ccc(NC(=O)/C(=C/c2ccccc2)NC(=O)c2ccco2)cc1
 : 91, 88, 0, -6, 97, -5, 95, 97
[63] CN(CCC#N)C(=O)COC(=O)c1cccnc1Nc1ccccc1F
 : 94, 103, 5, 4, 98, 7, 103, 107
